Compound activity as filed in PubChem BioAssay.
Rv3671c inh: inhibits the M. tuberculosis serine protease Rv3671c; inhibition, % at 5.96 µM; hit rate 0.048% among 320,000; P9WHR9; in the data active means inhibition above about 38%;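 further: extracellular domain of Rv3671c used as enzyme; 0% = enzyme with DMSO and 100% = no enzyme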
Target sequence (P9WHR9 whole entry, looked up, the tested form may be a part): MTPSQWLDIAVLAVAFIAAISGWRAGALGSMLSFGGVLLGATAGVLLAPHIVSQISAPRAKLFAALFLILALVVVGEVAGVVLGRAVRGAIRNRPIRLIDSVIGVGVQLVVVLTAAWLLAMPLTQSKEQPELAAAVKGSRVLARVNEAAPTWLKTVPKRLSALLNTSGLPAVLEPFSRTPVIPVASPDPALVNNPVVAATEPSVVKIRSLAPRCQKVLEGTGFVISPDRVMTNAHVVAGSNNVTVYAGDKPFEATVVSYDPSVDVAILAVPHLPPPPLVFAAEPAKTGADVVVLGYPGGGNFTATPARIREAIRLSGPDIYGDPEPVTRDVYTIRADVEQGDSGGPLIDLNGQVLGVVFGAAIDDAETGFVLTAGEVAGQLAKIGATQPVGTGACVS
Mtb FBA inh: inhibits M. tuberculosis FBA enzyme. purified M. tuberculosis FBA, fluorescence read-out. P9WQA3. inhibition, % at 1 µM. hit rate 2.3% among 360,000; in the data active means inhibition above about 27%;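 further: 0% = vehicle and 100% = reference inhibitor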
VHR inh abs: blocks human VHR1 dual specificity phosphatase; recombinant VHR phosphatase, pNPP absorbance; hit rate 0.52% among 290,000; inhibition, % at 13.3 µM; P51452; AID 1654; in the data active means inhibition above about 50%; further: some compounds called inactive have numbers as strong as hits
Target sequence (P51452 whole entry, looked up): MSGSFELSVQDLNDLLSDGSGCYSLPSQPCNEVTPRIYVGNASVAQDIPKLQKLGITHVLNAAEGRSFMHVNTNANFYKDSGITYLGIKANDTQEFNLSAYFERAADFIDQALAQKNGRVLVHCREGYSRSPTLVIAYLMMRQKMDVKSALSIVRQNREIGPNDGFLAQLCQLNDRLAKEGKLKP
CCHFV vOTU inh: CCHFV vOTU protease inhibition; hit rate 0.55% among 370,000; Pep-AMC fluorescence; AID 651958; inhibition, % at 11.5 µM; further: 0% = vehicle wells with enzyme and 100% = no enzyme wells
FadD28 binding: blocks FadD28 binding to the bisubstrate probe | fluorescence polarization | inhibition, % at 12.5 µM | hit rate 0.22% among 360,000; in the data active means inhibition above about 8.5%, passing the limit was not always enough; inconclusive means no clear call, values can overlap the other calls
GDH-TPI inh: inhibits GDH-TPI coupling enzymes, artifact for Mtb FBA screen. GDH-TPI coupled enzyme counterscreen, NADH absorbance. inhibition, % at 4.8 µM. hit rate 1.2% among 360,000. AID 588335;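 further: 0% = DMSO wells and 100% = wells lacking the enzyme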
MazEF act: MazEF (E. coli) toxin RNase activation; P0AE70; FAM/BHQ RNA-DNA oligo cleavage fluorescence, 5 h; activation, % at 20 µM; hit rate 0.32% among 350,000; in the data active means activation above about 50%
Mtb BioA inh: blocks M. tuberculosis BioA enzyme activity. purified M. tuberculosis BioA enzyme, plate reader. inhibition, % at 9.99 µM. hit rate 0.096% among 360,000. AID 602481; in the data active means inhibition above about 40%; inconclusive means no clear call, values can overlap the other calls
BoNT F protease: BoNT F light chain protease inhibition; hit rate 0.22% among 360,000; Multiplex microsphere protease cleavage assay, flow cytometry; inhibition, % at 10 µM; in the data active means inhibition above about 35%, passing the limit was not always enough; inconclusive means no clear call, values can overlap the other calls; further: plate controls were buffer without enzyme for full effect and enzyme alone for no effect
UGM FP inh: blocks M. tuberculosis UGM enzyme; P9WIQ1; purified UGM, fluorescence polarization probe displacement; inhibition, % at 10 µM; hit rate 0.06% among 320,000; AID 504406; in the data active means inhibition above about 10%, passing the limit was not always enough; inconclusive means no clear call, values can overlap the other calls
Target sequence (P9WIQ1 whole entry, looked up): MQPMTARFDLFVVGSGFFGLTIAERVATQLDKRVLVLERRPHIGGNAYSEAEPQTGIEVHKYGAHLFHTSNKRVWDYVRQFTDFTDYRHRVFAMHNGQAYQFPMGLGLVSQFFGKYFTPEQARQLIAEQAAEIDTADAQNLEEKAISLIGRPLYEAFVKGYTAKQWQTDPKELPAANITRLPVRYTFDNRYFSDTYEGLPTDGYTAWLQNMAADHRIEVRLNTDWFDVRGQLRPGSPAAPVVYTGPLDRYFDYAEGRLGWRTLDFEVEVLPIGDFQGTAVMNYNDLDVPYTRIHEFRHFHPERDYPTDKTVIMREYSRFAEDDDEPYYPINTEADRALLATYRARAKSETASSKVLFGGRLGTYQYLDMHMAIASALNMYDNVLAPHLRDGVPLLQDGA
* = called active by the depositor. Unless noted, no stated cut-off is given here; in the data, active means inhibition above about 30%; inactive means the rest.

How did O=C(CCNC(=O)c1ccc([N+](=O)[O-])cc1)Nc1ccc(N2CCOCC2)cc1N1CCOCC1 do in these assays?
Rv3671c inh: 3; Mtb FBA inh: -3; VHR inh abs: 20; CCHFV vOTU inh: -3; FadD28 binding: -3.4; GDH-TPI inh: -8; MazEF act: 7; BoNT F protease: 3; UGM FP inh: 4.8

Results for CCOc1ccccc1OCC(=O)Nc1cc(S(=O)(=O)N2CCCCC2)ccc1OC ?
Rv3671c inh: -2; Mtb FBA inh: 1; CCHFV vOTU inh: 4; FadD28 binding: -4.5; GDH-TPI inh: 4; MazEF act: -2; Mtb BioA inh: -0.6; BoNT F protease: -13; UGM FP inh: 1.0

How did CN(C(=O)c1cc2c(=O)n3ccccc3nc2n1C)C1CCCCC1 do in these assays?
Rv3671c inh: -7; Mtb FBA inh: active; VHR inh abs: 2; CCHFV vOTU inh: -293; FadD28 binding: -0.4; GDH-TPI inh: 19; MazEF act: 0; Mtb BioA inh: -6.6; BoNT F protease: 7; UGM FP inh: 1.0

How did Cn1ccnc1Sc1ccc(C=O)cc1[N+](=O)[O-] do in these assays?
Rv3671c inh: 2; Mtb FBA inh: -3; VHR inh abs: -6; CCHFV vOTU inh: 7; FadD28 binding: 0.6; GDH-TPI inh: 6; MazEF act: 4; BoNT F protease: -5; UGM FP inh: -2.1

What do the screens show for `Cc1ccc(CNC(=O)c2nnn(-c3cccc(C)c3)c2N)cc1`?
Rv3671c inh: 3; Mtb FBA inh: 3; VHR inh abs: -15; CCHFV vOTU inh: 7; FadD28 binding: -0.1; GDH-TPI inh: 8; MazEF act: -4; BoNT F protease: -3; UGM FP inh: 2.0

How did COC(=O)NNC(=O)COc1ccc(Br)c(C)c1 do in these assays?
Rv3671c inh: -2; Mtb FBA inh: -3; VHR inh abs: 15; CCHFV vOTU inh: -15; FadD28 binding: -4.3; GDH-TPI inh: 0; MazEF act: 7; Mtb BioA inh: -0.5; BoNT F protease: 1; UGM FP inh: 1.3

Results for O=C(CSc1c(Cl)cccc1Cl)N1CCC(c2nc3ccccc3s2)CC1 ?
Rv3671c inh: -17; Mtb FBA inh: 3; VHR inh abs: 23; CCHFV vOTU inh: -6; FadD28 binding: -4.6; GDH-TPI inh: 13; MazEF act: 0; Mtb BioA inh: 2.4; BoNT F protease: -16; UGM FP inh: -1.8

How did O=C(Nc1cccc(OC(=O)N2CCOCC2)c1)N1CCOCC1 do in these assays?
Rv3671c inh: -3; Mtb FBA inh: 5; VHR inh abs: 0; CCHFV vOTU inh: -3; FadD28 binding: -1.8; GDH-TPI inh: 4; MazEF act: -4; Mtb BioA inh: -2.2; BoNT F protease: 12; UGM FP inh: -2.9

Results for O=[N+]([O-])c1ccc(S(=O)(=O)NCC2COc3ccccc3O2)cc1 (stereo not drawn) ?
Rv3671c inh: 12; Mtb FBA inh: -5; VHR inh abs: -20; CCHFV vOTU inh: 19; FadD28 binding: -1.9; GDH-TPI inh: -5; MazEF act: 5; Mtb BioA inh: 1.7; BoNT F protease: -2; UGM FP inh: -1.8

How did CN(C)S(=O)(=O)c1ccc(C(=O)OCC(=O)NC(=O)NCc2ccccc2)cc1 do in these assays?
Rv3671c inh: -5; Mtb FBA inh: -2; VHR inh abs: 3; CCHFV vOTU inh: -4; FadD28 binding: -2.6; GDH-TPI inh: -6; MazEF act: -1; Mtb BioA inh: -1.6; BoNT F protease: -7; UGM FP inh: 1.5

Results for CCc1c(O)nc(SCC(=O)Nc2ccc(Br)cc2)n(-c2ccc(C)cc2)c1=O ?
Rv3671c inh: -16; Mtb FBA inh: -3; VHR inh abs: 1; CCHFV vOTU inh: 10; FadD28 binding: 7.0; GDH-TPI inh: 8; MazEF act: -8; Mtb BioA inh: 0.4; BoNT F protease: -11; UGM FP inh: 2.5

What do the screens show for `Cc1csc(SCC(=O)NCCc2ccc(Cl)cc2Cl)n1`?
Rv3671c inh: -5; Mtb FBA inh: -1; VHR inh abs: -9; CCHFV vOTU inh: -10; FadD28 binding: -2.5; GDH-TPI inh: 9; MazEF act: -1; BoNT F protease: 1; UGM FP inh: 1.0

What do the screens show for `COc1ccc(CNC(=O)C2CCN(S(C)(=O)=O)CC2)cc1`?
Rv3671c inh: -6; Mtb FBA inh: 0; VHR inh abs: -5; CCHFV vOTU inh: 11; FadD28 binding: -3.3; GDH-TPI inh: -7; MazEF act: 6; BoNT F protease: 6; UGM FP inh: -0.7

How did CN(c1ccccc1C(=O)Nc1ccc2c(c1)n(C)c(=O)n2C)S(C)(=O)=O do in these assays?
Rv3671c inh: 0; Mtb FBA inh: 2; VHR inh abs: 9; CCHFV vOTU inh: -13; FadD28 binding: -0.6; GDH-TPI inh: 1; MazEF act: 8; Mtb BioA inh: 1.6; BoNT F protease: inconclusive; UGM FP inh: -2.7

How did CCc1ccccc1NC(=O)Cc1cn(C)c2ccccc12 do in these assays?
Rv3671c inh: 3; Mtb FBA inh: 0; VHR inh abs: -13; CCHFV vOTU inh: 5; FadD28 binding: -2.9; GDH-TPI inh: 12; MazEF act: 2; Mtb BioA inh: 0.5; BoNT F protease: -6; UGM FP inh: 3.0

How did O=C(Nc1c2c(nn1-c1ccc(Cl)cc1)CS(=O)(=O)C2)c1ccc2c(c1)OCO2 do in these assays?
Rv3671c inh: 4; Mtb FBA inh: 2; VHR inh abs: 3; CCHFV vOTU inh: 1; FadD28 binding: -2.0; GDH-TPI inh: -1; MazEF act: -3; Mtb BioA inh: 0.9; BoNT F protease: -11; UGM FP inh: -1.4

What do the screens show for `CC(=O)NCCC(=O)Nc1ccc(F)cc1C`?
Rv3671c inh: 3; Mtb FBA inh: 0; VHR inh abs: 41; CCHFV vOTU inh: 4; FadD28 binding: -3.9; GDH-TPI inh: -11; MazEF act: 1; Mtb BioA inh: 3.9; BoNT F protease: 1; UGM FP inh: -2.8

Results for N#Cc1ccc(Cl)cc1NC(=O)COC(=O)c1ccc(S(=O)(=O)N2CCCC2)cc1 ?
Rv3671c inh: -4; Mtb FBA inh: -9; VHR inh abs: 26; CCHFV vOTU inh: -6; FadD28 binding: -5.0; GDH-TPI inh: -6; MazEF act: 26; Mtb BioA inh: -1.3; BoNT F protease: -10; UGM FP inh: 2.7

Results for C=CCN(CC=C)Cc1cc(=O)oc2cc(OC)ccc12 ?
Mtb FBA inh: 2; CCHFV vOTU inh: -16; FadD28 binding: -7.2; Mtb BioA inh: 0.6; BoNT F protease: -3

Results for O=C(Nc1ccccn1)NC1CCS(=O)(=O)C1 (stereo not drawn) ?
Rv3671c inh: 4; Mtb FBA inh: 0; VHR inh abs: 13; CCHFV vOTU inh: 0; FadD28 binding: -1.9; GDH-TPI inh: 6; MazEF act: 2; Mtb BioA inh: -0.9; BoNT F protease: -5; UGM FP inh: 2.9

Results for CCOc1ncccc1C(=O)N1CCCSC1=Nc1ccc(C(C)=O)cc1 ?
Rv3671c inh: -1; Mtb FBA inh: 1; VHR inh abs: -18; CCHFV vOTU inh: 4; FadD28 binding: -1.0; GDH-TPI inh: -3; MazEF act: -29; BoNT F protease: -8; UGM FP inh: 0.7

How did O=C(CN1CCN(Cc2ccccc2)CC1)N/N=C/c1cccnc1 do in these assays?
Rv3671c inh: 0; Mtb FBA inh: 1; VHR inh abs: 33; CCHFV vOTU inh: -2; FadD28 binding: -3.9; GDH-TPI inh: -2; MazEF act: 6; BoNT F protease: inconclusive; UGM FP inh: 4.1

How did NC(=NC(=O)c1ccc(Cl)cc1)N1N=CCC1c1ccccc1 (stereo not drawn) do in these assays?
Rv3671c inh: -8; Mtb FBA inh: 0; VHR inh abs: -2; CCHFV vOTU inh: -5; FadD28 binding: -2.6; GDH-TPI inh: 3; MazEF act: 4; Mtb BioA inh: 0.2; BoNT F protease: -5; UGM FP inh: 0.2

What do the screens show for `CN1CC(c2ccc(Cl)c(Cl)c2)[C@@]2(COc3ccccc3C2=O)[C@@]12C(=O)Nc1ccccc12` (stereo partly drawn)?
Rv3671c inh: 6; Mtb FBA inh: -2; VHR inh abs: 4; CCHFV vOTU inh: -4; FadD28 binding: -3.1; GDH-TPI inh: -18; MazEF act: -1; Mtb BioA inh: -1.2; BoNT F protease: -4; UGM FP inh: 1.6

How did CCOc1ccccc1Oc1ccc(C(F)(F)F)cn1 do in these assays?
Rv3671c inh: 8; Mtb FBA inh: 1; VHR inh abs: -17; CCHFV vOTU inh: 9; FadD28 binding: -2.4; GDH-TPI inh: -13; MazEF act: 2; Mtb BioA inh: -0.1; BoNT F protease: -7; UGM FP inh: 2.7

Results for O=C(Nn1cnc2ccccc2c1=O)c1ccc(Br)cc1 ?
Rv3671c inh: -5; Mtb FBA inh: 1; VHR inh abs: 2; CCHFV vOTU inh: -14; FadD28 binding: 1.1; GDH-TPI inh: 1; MazEF act: 8; Mtb BioA inh: -0.6; BoNT F protease: -12; UGM FP inh: 2.3

How did COc1ccc(CCNC(=O)COC(=O)c2cnc(Cl)c(Cl)c2)cc1 do in these assays?
Rv3671c inh: -2; Mtb FBA inh: 5; CCHFV vOTU inh: -5; FadD28 binding: -2.7; GDH-TPI inh: 1; MazEF act: 1; Mtb BioA inh: -1.4; UGM FP inh: 1.4

How did COc1ccc(OC)c(NC(=O)c2cc(S(=O)(=O)NCc3ccco3)ccc2F)c1 do in these assays?
Rv3671c inh: -2; Mtb FBA inh: -3; VHR inh abs: 29; CCHFV vOTU inh: -7; FadD28 binding: -4.4; GDH-TPI inh: 7; MazEF act: -3; Mtb BioA inh: 0.7; BoNT F protease: -9; UGM FP inh: -0.6

How did COCCNC(=O)CN(c1ccc(OC)c(OC)c1)S(=O)(=O)c1ccc(C)cc1 do in these assays?
Rv3671c inh: 0; Mtb FBA inh: 2; VHR inh abs: 10; CCHFV vOTU inh: 14; FadD28 binding: -4.9; GDH-TPI inh: -8; MazEF act: -4; Mtb BioA inh: -1.1; BoNT F protease: -5; UGM FP inh: -1.1

How did COc1cccc(CNC(=O)CC(NC(C)=O)c2ccccc2)c1 (stereo not drawn) do in these assays?
Rv3671c inh: 0; Mtb FBA inh: -2; VHR inh abs: 8; CCHFV vOTU inh: -2; FadD28 binding: -2.1; GDH-TPI inh: -5; MazEF act: 8; Mtb BioA inh: -0.7; BoNT F protease: -3; UGM FP inh: -3.3

What do the screens show for `O=C(CSc1nnnn1-c1ccc(F)cc1)NNC(=O)c1ccco1`?
Rv3671c inh: 6; Mtb FBA inh: -1; VHR inh abs: 21; CCHFV vOTU inh: 14; FadD28 binding: -3.6; GDH-TPI inh: 0; MazEF act: 5; Mtb BioA inh: -2.1; BoNT F protease: 0; UGM FP inh: 0.5

What do the screens show for `Cc1ccc(C(=O)CNc2ccc(C)cc2C)cc1`?
Rv3671c inh: 1; Mtb FBA inh: 0; VHR inh abs: -8; CCHFV vOTU inh: 2; FadD28 binding: 1.8; GDH-TPI inh: 10; MazEF act: 6; Mtb BioA inh: -2.1; BoNT F protease: inconclusive; UGM FP inh: -0.3

Results for S=c1[nH]nc(-c2ccc(Br)cc2)n1Cc1ccco1 ?
Rv3671c inh: -1; Mtb FBA inh: 4; VHR inh abs: 5; CCHFV vOTU inh: 3; FadD28 binding: 3.0; GDH-TPI inh: 0; MazEF act: -1; Mtb BioA inh: 2.8; BoNT F protease: -2; UGM FP inh: 4.0

Results for COc1ccc(CNC(=O)c2cc(=O)c3ccc(C)c(C)c3o2)cc1 ?
Rv3671c inh: -12; Mtb FBA inh: 4; VHR inh abs: 17; CCHFV vOTU inh: -5; FadD28 binding: -2.2; GDH-TPI inh: 16; MazEF act: 6; Mtb BioA inh: -1.7; BoNT F protease: -8; UGM FP inh: -1.1

Filtered by structure: the entries above containing two or more sulfur atoms.
Results for O=C(CSc1c(Cl)cccc1Cl)N1CCC(c2nc3ccccc3s2)CC1 ?
Rv3671c inh: -17; Mtb FBA inh: 3; VHR inh abs: 23; CCHFV vOTU inh: -6; FadD28 binding: -4.6; GDH-TPI inh: 13; MazEF act: 0; Mtb BioA inh: 2.4; BoNT F protease: -16; UGM FP inh: -1.8

What do the screens show for `Cc1csc(SCC(=O)NCCc2ccc(Cl)cc2Cl)n1`?
Rv3671c inh: -5; Mtb FBA inh: -1; VHR inh abs: -9; CCHFV vOTU inh: -10; FadD28 binding: -2.5; GDH-TPI inh: 9; MazEF act: -1; BoNT F protease: 1; UGM FP inh: 1.0
